# ABCB1 block: ABCB1 efflux pump inhibitors, primary screen, cell-based, multiplex, flow cytometry, ABCG2 counter-screen; ATP-dependent translocase ABCB1 (Homo sapiens), P08183; CCRF-Adr cells, JC-1 efflux; inhibition, % at 6.6 µM; 0.067% of 190,000 active; AID 1326, 2008; in the data active = inhibition above about 40%;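 note: 0% = vehicle and 100% = reference inhibitor; higher value means more JC-1 retained so stronger ABCB1 efflux block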
# Bim-Bcl-B: inhibitors of Bim-Bcl-B binding, primary screen, biochemical, multiplexed, human Bcl-2 family | inhibition, % at 10 µM | Bcl-2-like protein 10 (Homo sapiens), Q9HD36 | 0.073% of 190,000 active | AID 951, 2007 | bead-based flow cytometry, Bim peptide-Bcl-B binding;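 note: 0% = tracer peptide without compound and 100% = reference inhibitor peptide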
# Target sequence (Q9HD36 whole entry, looked up): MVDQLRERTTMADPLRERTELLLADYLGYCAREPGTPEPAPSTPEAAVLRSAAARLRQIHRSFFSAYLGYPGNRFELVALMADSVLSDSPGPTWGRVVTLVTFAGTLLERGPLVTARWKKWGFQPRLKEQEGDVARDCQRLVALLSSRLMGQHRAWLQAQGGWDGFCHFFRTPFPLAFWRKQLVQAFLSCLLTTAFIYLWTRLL
# Bcl-XL Bim block: inhibitors of Bim-Bcl-XL binding, primary screen, biochemical, multiplexed, bead flow cytometry, human Bcl-XL; inhibition, % at 10 µM; 0.04% of 190,000 active; Bcl-2-like protein 1 (Homo sapiens), Q07817; AID 1007, 2008; Bim peptide-Bcl-XL binding, fluorescence
# GSH bead fluor: compound fluorescence on glutathione beads, profiling panel, artefact control, biophysical, 488/530 nm, flow cytometry; GSH beads flow cytometry, compound fluorescence 488/530 nm; active compounds read high; fluorescence (KMESF) at 10 µM; 0.25% of 190,000 active; AID 1776, 2009; in the data active = fluorescence above about 89;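 note: glutathione beads carrying GST-tagged Bcl family fusion proteins plus one bare bead set; values are compound well signal with DMSO vehicle wells as background; inactives centre near 16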
# RGS4-Gao reg: modulators of RGS4 binding to Galphao, primary screen, biochemical, multiplexed bead flow cytometry; Guanine nucleotide-binding protein G(o) subunit alpha (Homo sapiens), P09471; actives lie on both sides; binding response (% of control), % at 10 µM; 0.33% of 220,000 active; AID 1415, 2008; in the data active = binding response below about 49% or above about 150%; inactive = in between;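 note: fluorescent Galphao activated with aluminum fluoride binding bead-coupled RGS4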
# Target sequence (P09471 whole entry, looked up): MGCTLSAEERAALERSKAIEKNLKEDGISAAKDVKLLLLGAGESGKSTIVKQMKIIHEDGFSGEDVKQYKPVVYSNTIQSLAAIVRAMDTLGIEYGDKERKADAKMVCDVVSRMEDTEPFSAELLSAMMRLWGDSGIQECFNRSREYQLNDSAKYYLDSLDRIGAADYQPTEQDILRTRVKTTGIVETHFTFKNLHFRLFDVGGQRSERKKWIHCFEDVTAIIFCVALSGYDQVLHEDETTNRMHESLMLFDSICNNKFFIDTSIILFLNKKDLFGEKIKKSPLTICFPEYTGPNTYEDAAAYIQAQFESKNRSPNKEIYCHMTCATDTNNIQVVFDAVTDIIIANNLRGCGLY
# ABCG2 block: ABCG2 efflux pump inhibitors, primary screen, multiplex with ABCB1, IgMXP3 cells, flow cytometry; Broad substrate specificity ATP-binding cassette transporter ABCG2 (Homo sapiens), Q9UNQ0; inhibition, % at 6.6 µM; 0.1% of 190,000 active; JC-1 efflux; AID 1325, 2008;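 active = inhibition above 80%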;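 note: 0% = DMSO and 100% = nicardipine control wells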
#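 Times: 10 min at 25 °C | Test system: Two drug-resistant human cell lines, ABCG2 and ABCB1 | Quantity: 3 million cells/mL final, two lines in 1:1 ratio | Signal: Flow cytometry, 530 nm JC-1 signal | Dosing: Compound at 6.6 µM | Controls: Nicardipine and DMSO wells | Reagent: JC-1 as fluorescent efflux pump substrate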
# RGS8-Gao: RGS8-Galphao binding modulators, primary screen, biochemical, multiplexed bead flow cytometry; Guanine nucleotide-binding protein G(o) subunit alpha (Homo sapiens), P09471; actives lie on both sides; response (percent of control binding), % at 10 µM; 0.34% of 220,000 active; in the data active = response below about 60% or above about 140%; inactive = in between;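 note: Galphao activated as the GDP aluminium fluoride complex binding bead-coupled RGS8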
# Bcl-2 Bim block: inhibitors of Bim-Bcl-2 binding, primary screen, biochemical, multiplexed, human Bcl-2 family. AID 950, 2007. 0.06% of 190,000 active. Apoptosis regulator Bcl-2 (Homo sapiens), P10415. Bead-based flow cytometry, Bim peptide-Bcl-2 binding. inhibition, % at 10 µM; in the data active = inhibition above about 40%; inconclusive = no clear call, values can overlap the other calls;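 note: 0% = no compound wells with probe peptide and 100% = reference peptide inhibitor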
# Target sequence (P10415 whole entry, looked up): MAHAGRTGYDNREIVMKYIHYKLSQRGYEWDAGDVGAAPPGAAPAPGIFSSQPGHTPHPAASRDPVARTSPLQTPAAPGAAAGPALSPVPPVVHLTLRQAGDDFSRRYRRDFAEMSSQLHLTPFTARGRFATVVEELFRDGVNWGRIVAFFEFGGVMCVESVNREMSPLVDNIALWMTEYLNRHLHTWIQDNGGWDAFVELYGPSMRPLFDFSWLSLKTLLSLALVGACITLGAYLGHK
# RGS7-Gao: RGS7-Galphao binding modulators, primary screen, biochemical, multiplexed bead flow cytometry | Guanine nucleotide-binding protein G(o) subunit alpha (Homo sapiens), P09471 | actives lie on both sides | 0.35% of 220,000 active | binding response (% of control), % at 10 µM; in the data active = binding response below about 49% or above about 150%; inconclusive = no clear call, values can overlap the other calls; inactive = in between;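 note: fluorescent Galphao held in activated GDP-AlF4 state binding bead-coupled RGS7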
# Bim-Bcl-W: inhibitors of Bim binding to Bcl-W, primary screen, biochemical, multiplexed, bead-based flow cytometry; Bcl-2-like protein 2 (Homo sapiens), Q92843; Bim peptide-Bcl-W binding; inhibition, % at 10 µM; 0.02% of 190,000 active;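 note: 0% = bound tracer without compound and 100% = peptide blocker; higher means less fluorescent Bim peptide bound to Bcl-W beads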
# Target sequence (Q92843 whole entry, looked up): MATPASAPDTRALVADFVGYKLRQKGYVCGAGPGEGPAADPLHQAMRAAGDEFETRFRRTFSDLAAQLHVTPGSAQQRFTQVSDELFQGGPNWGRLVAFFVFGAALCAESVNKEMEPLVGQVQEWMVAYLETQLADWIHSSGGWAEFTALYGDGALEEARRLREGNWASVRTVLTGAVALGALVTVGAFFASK
# Bfl-1 Bim block: inhibitors of Bim binding to Bfl-1, primary screen, biochemical, multiplexed, bead-based flow cytometry | Bcl-2-related protein A1 (Homo sapiens), Q16548 | Bim-Bfl-1 binding inhibition | inhibition, % at 10 µM | 0.12% of 190,000 active | AID 1008, 2008;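 note: 0% = wells without compound plus tracer and 100% = blocker peptide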
# Starred values were filed as active, the others as inactive; ? = inconclusive; nt = not tested or not shown; & = joins results of further samples; ! = repeats disagree. Cut-off read from the data, not from the text of the source, unless noted: active = inhibition above about 40%.
SMILES,ABCB1 block,Bim-Bcl-B,Bcl-XL Bim block,GSH bead fluor,RGS4-Gao reg,ABCG2 block,RGS8-Gao,Bcl-2 Bim block,RGS7-Gao,Bim-Bcl-W,Bfl-1 Bim block
COc1ccc(OC)c(/C(O)=C/C(=O)C(=O)Nc2cc(C)cc(C)c2)c1,-1.1,-8,-4,35,97,-8,100,-4,97,0,-14
Cc1cnc(C(=O)Nc2ccc(S(=O)(=O)NCC(C)C)cc2)cn1,-0.2,-5,-3,58,100,1,102,-4,98,-2,-9
O=c1cc(-c2ccccc2F)oc2ccccc12,-0.1,-2,2,18,97,12,98,-5,94,0,2
CCN1CCN(C(=O)CN(c2ccc(F)c(Cl)c2)S(C)(=O)=O)CC1,0.2,-4,-2,23,101,1,101,-1,101,1,-7
COCCCNC(=O)c1cc2cc([N+](=O)[O-])cc(OC)c2oc1=O,0.5,0,1,14,99,4,101,1,103,-1,0
O=C(c1cccs1)N1CCC(Cc2ccccc2)CC1,0.9,-6,-5,13,102,7,102,-6,105,-3,-4
CCc1nc2ccc(C)cc2c(C(=O)NC2CCCCC2C)c1C (configuration not stated),0.7,-7,-3,10,98,1,98,-10,99,1,-10
CC(C)CN1C(=O)C(=O)N(CC(=O)N2CCC(Cc3ccccc3)CC2)C1=O,-0.1,-6,-3,11,101,0,105,-4,102,-3,-8
Cc1ccc(C(=O)NCCn2cc(SCC(=O)Nc3nnc(C)s3)c3ccccc32)cc1,0.5,-7,-6,22,101,4,99,-5,101,3,-7
CCOC(=O)c1c(C)c(C(=O)NCc2ccco2)c(C)n1CC,1.8,-1,-2,16,98,7,102,-6,106,-2,-7
CCCCC(=O)Nc1ccc(C(=O)c2ccccc2)cc1,0.4,2,-2,15,97,11,99,0,100,-4,1
O=C(O)Cn1nc(-c2ccc(F)cc2)oc1=O,-1.2,-10,-4,28,101,-4,106,-7,99,-1,-19
COc1ccc(N(CC(=O)Nc2cccc(C)c2C)S(=O)(=O)c2c(C)n[nH]c2C)cc1,0.3,2,0,28,82,5,93,-6,93,7,-8
COc1cccc(CN=C2Nc3ccccc3CS2)c1,1.1,-3,-3,11,102,3,99,-5,99,-1,-5
N#Cc1ccccc1/C=N/Nc1nc(-c2ccccc2)c2cc(Br)ccc2n1,0.6,11,1,8,89,3,96,10,90,0,7
CCOC(=O)CNC(=O)CN1CCCN(S(=O)(=O)c2ccc(Br)s2)CC1,0.3,0,-3,17,101,1,100,-2,102,-3,-3
O=C1CC(c2ccccc2F)c2cc3c(cc2N1)CCC3 (configuration not stated),0.9,1,-1,19,98,4,101,-2,103,-1,-1
Fc1ccc(NC(=S)Nc2ccccc2N2CCOCC2)cc1Cl,2.5,-3,-4,13,100,9,101,-1,?,-1,-3
CC(C)C[C@H](NC(=O)c1nc[nH]c1C(=O)N1CCN(C(=O)OC(C)(C)C)CC1)C(=O)OC(C)(C)C,0.4,6,5,16,97,3,99,4,97,0,9
CCN1CCCC1Cn1cnc2c([nH]c3ccc(C)cc32)c1=O (configuration not stated),0.6,-1,0,13,103,2,102,0,102,0,-1
CCCCOc1ccc(C(=O)N/C(=C\c2cccc([N+](=O)[O-])c2)C(=O)OCc2ccco2)cc1,0.8,-4,-6,14,99,5,100,-1,104,-4,-13
O=c1c2ccsc2ncn1Cc1ccc(Cl)cc1,7.4,1,0,13,96,3,85,3,89,0,0
O=C(COC(=O)CCS(=O)(=O)c1ccc(Cl)cc1)NCCc1ccccc1,0.4,-2,-4,12,103,4,103,-4,104,-5,-4
COc1ccc(N2CCN(C(=S)NC(C)c3ccccc3)CC2)cc1 (configuration not stated),1.1,-6,-2,25,101,15,103,0,107,-3,-2
O=C(c1ccc(Cl)cc1)c1cnc(Nc2ccccc2Cl)s1,-0.1,1,-5,19,96,1,99,0,97,1,-5
CCOC(=O)CN(c1ccccc1)S(=O)(=O)c1ccc(F)cc1,0.3,0,-2,10,100,0,99,-4,95,0,-4
CCOc1ccc(CNC(=O)c2ccc(Sc3ccc(Cl)cc3)c(NC(C)=O)c2)cc1,1.7,-3,-7,4,98,6,104,0,99,-3,0
O=C(c1cc2ccccc2o1)c1nc2c(n1O)CCCCC2,0.3,-2,0,18,101,1,101,-1,103,-1,-1
CCCCSc1nc(C)nc2c1c(=O)n(C)c(=O)n2C,-2.5,0,0,18,99,-6,100,5,104,0,2
Cc1c(C(=O)C(=O)NCCc2ccc(S(N)(=O)=O)cc2)c2ccccc2n1C,0.0,-1,-1,6,107,-2,106,4,109,0,1
Cc1cc2c(OCC(O)CN3CCCCC3)cccc2[nH]1 (configuration not stated),0.0,-5,-3,15,103,0,101,-5,105,-2,-4
Cc1ccc(CNc2oc(C)nc2C#N)cc1,1.1,-15,-10,35,100,17,98,-7,98,-2,-15
CC(/C=N\NC(=O)CN1CCN(Cc2ccccc2)CC1)=C\c1ccco1,1.1,0,1,6,101,5,101,2,98,1,2
O=C(OCc1nnc(-c2ccccc2)o1)c1ccc2c(c1)C(=O)N(CCc1ccccc1)C2=O,0.2,-1,0,23,101,1,99,1,101,4,-3
CC(C)N1CCN(Cc2ccc(OCc3ccccc3)cc2)CC1CCO (configuration not stated),0.3,2,4,10,106,1,88,1,106,18,4
O=c1ccc(Oc2nc(N3CCOCC3)nc(N3CCOCC3)n2)n[nH]1,0.5,-3,-6,9,99,1,97,-4,97,-2,-4
COc1ccccc1/C=C/C=N/NC(=O)CN1CCN(S(=O)(=O)c2ccc(C)cc2)CC1,0.1,-5,-8,12,99,0,102,-8,105,-3,-7
O=C(NCc1cccnc1)c1ccc(=O)oc1,0.5,-2,-5,25,98,2,98,0,98,-3,-2
Cc1cccc(NC(=S)N2N=CCC2c2ccccc2)c1 (configuration not stated),-0.2,-9,-7,11,98,-1,100,-10,100,-2,-16
O=C(Oc1ccc([N+](=O)[O-])cc1)c1cccnc1,0.3,4,20,6,102,5,104,3,110,8,-2
Cc1cc(C)c[n+](-c2nc3ccccc3nc2C(=C=[N-])C#N)c1,0.6&0.5,-4&9,-5&-21,238*!,83&85,1&1,95&93,-1&7,100&94,-4&2,-12&2
O=C(CC(CC(=O)c1ccccc1)C(=O)O)c1ccccc1,0.2,-7,-7,37,100,1,103,-7,98,1,-9
CCOC(=O)c1cn(CC2CC2)c2cc(F)c(F)cc2c1=O,0.5,0,2,26,109,2,102,-2,148,0,0
Cc1cc(NC(=O)Cn2c(C)nc3ccccc3c2=O)ccc1Br,-0.8,-9,-8,33,104,35,104,-12,103,0,-17
Cc1cccc(-n2c(Cn3nc(C)c([N+](=O)[O-])c3C)n[nH]c2=S)c1,0.2,-45,-9,23,100,1,105,-3,104,-10,17
CN(C)CCNc1oc(COc2ccc(Cl)cc2)nc1C#N,0.6,-8,-4,26,103,10,102,-17,103,-3,-16
CC(C)CC(=O)Nc1ccccc1-c1nnn(CC(=O)N2CCc3ccccc3C2)n1,2.2,0,-2,13,87,4,92,-5,96,-1,0
Cc1cc(N2CCN(C(c3ccccc3)c3ccc(Cl)cc3)CC2)n2ncnc2n1 (configuration not stated),1.3,-9,-6,13,104,12,103,-1,105,-6,-4
O=C(Nn1c(=O)[nH]c2ccccc2c1=O)c1ccco1,0.5,-8,-3,24,90,1,95,-12,91,-1,-15
CCOc1ccc(C2c3[nH]c4ccccc4c3CCN2C(=O)Cn2cncn2)cc1 (configuration not stated),0.1,-3,0,10,101,3,101,-3,103,-1,-7

# Retrieved one by one from the list above, 2 records:
SMILES,ABCB1 block,Bim-Bcl-B,Bcl-XL Bim block,GSH bead fluor,RGS4-Gao reg,ABCG2 block,RGS8-Gao,Bcl-2 Bim block,RGS7-Gao,Bim-Bcl-W,Bfl-1 Bim block
Cc1cccc(-n2c(Cn3nc(C)c([N+](=O)[O-])c3C)n[nH]c2=S)c1,0.2,-45,-9,23,100,1,105,-3,104,-10,17
Cc1cc(C)c[n+](-c2nc3ccccc3nc2C(=C=[N-])C#N)c1,0.6&0.5,-4&9,-5&-21,238*!,83&85,1&1,95&93,-1&7,100&94,-4&2,-12&2

# (cont.)
SMILES,ABCB1 block,Bim-Bcl-B,Bcl-XL Bim block,GSH bead fluor,RGS4-Gao reg,ABCG2 block,RGS8-Gao,Bcl-2 Bim block,RGS7-Gao,Bim-Bcl-W,Bfl-1 Bim block
S=C1NC[C@H](c2ccccc2)N1CC1CCCCC1,0.0,-4,-4,20,100,0,97,0,97,2,0
COC(=O)c1cc2c(s1)CS(=O)C2 (configuration not stated),0.2,-2,-1,15,99,0,103,-2,99,-3,-5
OCC1CCCCN1C(=S)Nc1cccc(Cl)c1 (configuration not stated),0.6,-5,-3,17,101,4,100,-5,?,-3,-5
CC(C)(C)C(=O)NC1CCN(C(=O)N2CCCC2)CC1,0.4,-10,-5,27,101,1,100,-9,104,0,-12
Cc1ccc(Nc2nc3nonc3nc2N(C)C)cc1,-0.3,-9,-3,31,102,18,99,-7,100,-4,-12
CCOC(=O)N1CCN(C(=O)CN(C2CCCCC2)S(C)(=O)=O)CC1,0.2,-6,-5,53,100,1,95,-8,95,3,-11
CCOc1cccc(C=Nc2cc(C)cc(C)c2O)c1O,0.1,-10,-12,49,97,0,101,-10,97,-2,-10
CCn1c(=O)c(C(=O)NCc2ccc(OC)cc2)c(O)c2ccccc21,0.2,-4,-6,12,94,3,96,-8,94,2,-14
COC(=O)c1scc(C)c1NC(=O)Nc1ccccc1,0.6,-13,-10,36,110,4,107,-10,111,0,-16
CC(CCc1ccccc1)NC(=O)c1ccco1 (configuration not stated),1.1,0,-4,12,103,2,105,-4,102,-3,-1
O=C(CCc1nc(-c2ccccc2)c(-c2ccccc2)o1)OCc1ccc(Br)cc1,0.2,-5,-7,49,100,2,100,-2,100,7,-9
CCCCOc1ccc(C(C)NC(=O)CCS(=O)(=O)Cc2ccccc2F)cc1 (configuration not stated),0.5,-11,-6,17,106,6,107,-4,109,-4,-12
O=C(COc1ncnc2cc([N+](=O)[O-])ccc12)NCCc1ccc(Cl)cc1,0.2,4,9,7,105,3,108,3,105,5,0
CC(C)C1Nc2ccc(S(N)(=O)=O)cc2C2C=CCC21 (configuration not stated),-0.3,-7,-10,36,103,-1,101,-3,99,6,1
CCOC(=O)C1CCN(C(=O)C(C)Sc2ccc(Cl)cc2)CC1 (configuration not stated),0.3,3,-1,21,101,1,100,7,98,3,3
CCN1CCC[C@H]1CNC(=O)c1c(O)c(Cl)cc(Cl)c1OC,nt,-4,0,67,99,0,102,0,101,2,5

# Compound activity: PubChem BioAssay, NMMLSC
